Exocytosis inh: lytic granule exocytosis inhibition; TALL-104 LAMP-1 surface exposure, flow cytometry; cells stimulated with thapsigargin and PMA; inhibition, % at 10 µM; 360,000 tested, 0.66% active; AID 651702;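 active = inhibition above about 55%, limit read from the data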
Peg3 promoter: inhibitors of Peg3 promoter | HeLa PEG-Prom luciferase reporter, luminescence, overnight | inhibition, % at 20 µM | 360,000 tested, 1.7% active | AID 588405;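 active = inhibition of at least 50% at 20 µM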
NR2E3 ag-1: activates human photoreceptor nuclear receptor NR2E3; AID 2300; inhibition of corepressor binding, % at 4.78 µM; 320,000 tested, 0.12% active; GST-NR2E3/biotin-RetCOR TR-FRET, 1536-well; Q9Y5X4;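 active = percent inhibition above the cutoff of mean plus 3 SD of all tested compounds, set per screening campaign, cut at about 20% in these data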;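 also: 0% = DMSO wells and 100% = biotin wells as full block of FRET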
Target sequence (Q9Y5X4 whole entry, looked up): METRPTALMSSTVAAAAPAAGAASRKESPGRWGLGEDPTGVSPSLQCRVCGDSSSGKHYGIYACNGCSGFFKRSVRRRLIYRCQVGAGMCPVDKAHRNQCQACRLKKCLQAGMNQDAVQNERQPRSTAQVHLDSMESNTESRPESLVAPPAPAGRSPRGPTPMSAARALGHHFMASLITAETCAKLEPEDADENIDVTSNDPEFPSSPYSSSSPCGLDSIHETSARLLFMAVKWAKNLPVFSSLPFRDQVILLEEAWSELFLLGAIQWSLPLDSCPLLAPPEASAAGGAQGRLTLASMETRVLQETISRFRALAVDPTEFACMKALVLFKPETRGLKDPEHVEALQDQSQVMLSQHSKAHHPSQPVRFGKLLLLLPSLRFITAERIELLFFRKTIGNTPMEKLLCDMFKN
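Material – GST-tagged NR2E3 plus biotinylated RetCOR corepressor · Quantity – NR2E3 fusion 1.35 nM · Times – 5 h incubation at 4 °C · Medium – pH 7.5 Tris-based buffer · Technique – TR-FRET, Eu(K)-anti-GST donor, streptavidin-D2 acceptor, ex 340, em 617/671 nm · Benchmarks – high control biotin, low control 0.6% DMSO · Format – 1536-well plates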
CaV13 ICDI inh: Primary screen for inhibitors of IQ motif and Ca2+-dependent inactivation inhibitor domain binding in CACNA1D, Förster resonance energy transfer in living cells, …; HEK cells, CFP/YFP FRET ICDI-IQ, plate reader, 10 min; percent FRET-ratio fall versus neutral wells; inhibition, % at 12.3 µM; 340,000 tested, 0.098% active; AID 743397;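 active = mean replicate inhibition of at least 30% and at least 1% of replicates passing that level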;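 also: 0% = median of the neutral control wells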
hiPSC survival: hiPSC single-cell survival enhancement; ATPlite luminescence; 100% = ROCK inhibitor wells, 0% = DMSO; survival enhancement, % at 20 µM; 360,000 tested, 0.044% active; AID 602274; in the data active = survival enhancement above about 18%;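 also: cells exposed to compounds for 16 hours before the ATP read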
aDG glyco up: alpha-DG glycosylation activation; Pro5-aDG cells, alpha-DG glycosylation AlphaScreen (IIH6); 0% Pro5, 100% B10-LARGE cell signal; activation, % at 10 µM; 360,000 tested, 0.22% active; AID 624168;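 active = activation of at least 8% versus controls, or a plate z-score of at least 8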;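 also: Pro5 are CHO cells carrying HIG-tagged alpha-DG that lacks glycosylation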
TRPM1 prom inh: reduces MITF-dependent TRPM1 promoter luciferase signal; SK-MEL-5 TRPM1 promoter luciferase, 24 h; AID 488899; 330,000 tested, 0.83% active; inhibition, % at 12.5 µM;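 active = mean inhibition across replicates of 60% or more, whatever share of single replicates reaches that level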; also: values of inactives mirror those of a sister screen read the other way
HIF-2a inh: blocks HIF-2a reporter activity; 786-0 RCC cells HIF-2a reporter, luciferase luminescence, overnight; inhibition, % at 18.8 µM; 360,000 tested, 0.72% active;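 active = inhibition of the luminescence signal of 40% or more relative to plate controls, in a single-dose primary screen at 18.75 µM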
PDI inh: inhibitors of human protein disulfide isomerase; inhibition, % at 10 µM; PDI insulin aggregation turbidity, A650, 90 min; 350,000 tested, 0.052% active; P07237;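 active = mean inhibition across replicates of 30% or more, whatever share of single replicates reach that level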;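 also: absorbance from insulin aggregation driven by PDI reduction with DTT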
Target sequence (P07237 whole entry, looked up): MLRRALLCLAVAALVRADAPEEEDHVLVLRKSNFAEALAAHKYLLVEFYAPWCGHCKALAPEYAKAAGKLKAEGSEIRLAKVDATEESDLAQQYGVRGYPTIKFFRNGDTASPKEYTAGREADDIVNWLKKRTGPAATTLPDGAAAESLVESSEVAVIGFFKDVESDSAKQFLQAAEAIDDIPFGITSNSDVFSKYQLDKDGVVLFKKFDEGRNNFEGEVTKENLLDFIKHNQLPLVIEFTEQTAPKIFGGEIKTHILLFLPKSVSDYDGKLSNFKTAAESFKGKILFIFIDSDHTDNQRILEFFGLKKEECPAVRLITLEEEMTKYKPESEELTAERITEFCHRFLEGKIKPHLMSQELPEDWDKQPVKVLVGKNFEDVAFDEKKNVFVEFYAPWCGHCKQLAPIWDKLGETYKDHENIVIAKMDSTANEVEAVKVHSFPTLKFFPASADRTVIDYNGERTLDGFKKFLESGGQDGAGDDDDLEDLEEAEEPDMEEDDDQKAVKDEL
NR2E3 ag-2: agonists of human NR2E3 nuclear receptor | Q9Y5X4 | 360,000 tested, 0.35% active | inhibition of corepressor binding, % at 3.98 µM | CHO-S Gal4-NCOR/VP16-NR2E3 two-hybrid, luciferase | AID 602229;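 active = inhibition above the mean of all tested compounds plus 3 SD, cut at about 70% in these data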;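 also: 0% = DMSO with NR2E3 transfected cells and 100% = cells lacking NR2E3 construct; higher means lower luciferase signal from less NR2E3 corepressor binding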
Vif imaging: HIV Vif inhibition | inhibition, % at 7.49 µM | 340,000 tested, 0.35% active | HEK293T cells, Vif self-association by quenched fluorescence, imaging, 24 h; in the data active = inhibition above about 50%, passing the limit was not always enough; also: some results filed as inactive read as strong as hits
* hit, by the source's call. Random draw from the library; about 3.5% have a hit in one of these screens.

For CCCCN(C(=N)N1CCCCC1)c1nc(C)c([N+](=O)[O-])c(=O)[nH]1 the results were Exocytosis inh 0, Peg3 promoter -9, NR2E3 ag-1 -3, CaV13 ICDI inh -4, hiPSC survival 4.0, aDG glyco up 0.0, TRPM1 prom inh -1, HIF-2a inh 9, PDI inh -3, NR2E3 ag-2 -10 and Vif imaging -4.
`CCOC(=O)N1CCN(C(=O)C2CCN(Cc3ccc(O)c(OCC)c3)CC2)CC1` gave Exocytosis inh 0, Peg3 promoter 19, NR2E3 ag-1 0, CaV13 ICDI inh 10, hiPSC survival -0.2, aDG glyco up -0.1, TRPM1 prom inh -10, HIF-2a inh 13, PDI inh -2, NR2E3 ag-2 4 and Vif imaging 9.
`COc1ccc2c(=O)cc(-c3ccccc3)n(C)c2c1` gave Exocytosis inh -1, Peg3 promoter -11, NR2E3 ag-1 5, CaV13 ICDI inh -5, hiPSC survival -1.2, aDG glyco up 0.1, TRPM1 prom inh 7, HIF-2a inh -2, PDI inh -6, NR2E3 ag-2 13 and Vif imaging 2.
Screening Cc1ccccc1CN(C)C(C)C(=O)NCc1ccccc1 (stereo not given) returned Exocytosis inh -6, Peg3 promoter 5, CaV13 ICDI inh -1, hiPSC survival 1.0, aDG glyco up 0.1, TRPM1 prom inh -1, HIF-2a inh 10, PDI inh 12, NR2E3 ag-2 8 and Vif imaging -10.
O=C(O)C1=C[C@H](c2ccc(F)cc2)C[C@H](OCc2ccc(CO)cc2)O1 was read as Exocytosis inh 5, Peg3 promoter -20, NR2E3 ag-1 4, CaV13 ICDI inh -5, hiPSC survival -0.8, aDG glyco up 0.0, TRPM1 prom inh 3, HIF-2a inh -6, PDI inh -4, NR2E3 ag-2 -22 and Vif imaging 6.
`CCOc1ccc(CCNC(=O)COC(=O)c2nn(C)c(=O)c3ccccc23)cc1OCC` gave Exocytosis inh 0, Peg3 promoter 9, NR2E3 ag-1 3, CaV13 ICDI inh -15, hiPSC survival 0.4, aDG glyco up 0.1, TRPM1 prom inh -15, HIF-2a inh -1, PDI inh -3, NR2E3 ag-2 -29 and Vif imaging -5.
For CCCCn1c(SCC(=O)Nc2nnc(C(C)C)s2)nc2c1c(=O)n(C)c(=O)n2C the results were Exocytosis inh 1, Peg3 promoter 25, NR2E3 ag-1 2, CaV13 ICDI inh -5, hiPSC survival -0.6, aDG glyco up 0.2, TRPM1 prom inh 2, HIF-2a inh 33, PDI inh -26, NR2E3 ag-2 -18 and Vif imaging 52*.
Cn1c(=O)[nH]c(=O)c2c1nc(CN1CCN(c3ccc(F)cc3)CC1)n2CCN1CCOCC1 was read as Exocytosis inh 0, Peg3 promoter 16, NR2E3 ag-1 1, CaV13 ICDI inh 1, hiPSC survival 0.4, aDG glyco up 0.0, TRPM1 prom inh 10, HIF-2a inh 10, PDI inh 9, NR2E3 ag-2 3 and Vif imaging -4.
For Cc1c(C(C)C)c(=O)n(-c2ccc(S(=O)(=O)NC(C)C)cc2)n1C the results were Exocytosis inh 4, Peg3 promoter 12, NR2E3 ag-1 1, CaV13 ICDI inh -9, hiPSC survival -1.1, aDG glyco up 1.3, TRPM1 prom inh 13, HIF-2a inh 18, PDI inh 0, NR2E3 ag-2 16 and Vif imaging 2.
Screening COc1ccccc1CN1CC(C(=O)NCC2(O)CCCCC2)CCC1=O (stereo not given) returned Exocytosis inh -11, Peg3 promoter -4, CaV13 ICDI inh 13, hiPSC survival -1.4, aDG glyco up -0.4, HIF-2a inh 3, PDI inh -4, NR2E3 ag-2 7 and Vif imaging 1.
Screening O=c1cnn(Cc2ccc(F)cc2)c2ccccc12 returned Exocytosis inh 0, Peg3 promoter 3, NR2E3 ag-1 4, CaV13 ICDI inh -5, hiPSC survival -0.2, aDG glyco up 0.0, TRPM1 prom inh -5, HIF-2a inh 16, PDI inh 2, NR2E3 ag-2 -4 and Vif imaging 12.
COc1ccc(S(=O)(=O)Nc2ccc(NC(C)=O)cc2)cc1Cl was read as Exocytosis inh 1, Peg3 promoter 9, NR2E3 ag-1 4, CaV13 ICDI inh 7, hiPSC survival 1.3, aDG glyco up -0.4, TRPM1 prom inh -9, HIF-2a inh 12, PDI inh -6, NR2E3 ag-2 7 and Vif imaging 8.
COc1ccc(-c2noc(C(=O)NCc3ccc(F)cc3)n2)cc1OC was read as Exocytosis inh -1, Peg3 promoter 1, NR2E3 ag-1 2, CaV13 ICDI inh -4, hiPSC survival -2.6, aDG glyco up 0.0, TRPM1 prom inh 0, HIF-2a inh 1, PDI inh 2, NR2E3 ag-2 24 and Vif imaging -7.
For COc1ccc(C(=O)NCC(=O)OCC(=O)N2CCCc3ccccc32)cc1 the results were Exocytosis inh 0, Peg3 promoter -4, NR2E3 ag-1 3, CaV13 ICDI inh 0, hiPSC survival 2.7, aDG glyco up 0.2, TRPM1 prom inh 17, HIF-2a inh 13, PDI inh 12, NR2E3 ag-2 -21 and Vif imaging -1.
`Cc1cc(NS(=O)(=O)c2ccc(NC(=S)NC(=O)c3cccc(S(=O)(=O)N(C)C)c3)cc2)no1` gave Exocytosis inh 0, Peg3 promoter 11, NR2E3 ag-1 5, CaV13 ICDI inh -3, hiPSC survival 1.2, aDG glyco up 0.1, TRPM1 prom inh 1, HIF-2a inh 17, PDI inh -4, NR2E3 ag-2 15 and Vif imaging -6.

The closing three compounds of the part above lead into the next:
COc1ccc(-c2noc(C(=O)NCc3ccc(F)cc3)n2)cc1OC was read as Exocytosis inh -1, Peg3 promoter 1, NR2E3 ag-1 2, CaV13 ICDI inh -4, hiPSC survival -2.6, aDG glyco up 0.0, TRPM1 prom inh 0, HIF-2a inh 1, PDI inh 2, NR2E3 ag-2 24 and Vif imaging -7.
For COc1ccc(C(=O)NCC(=O)OCC(=O)N2CCCc3ccccc32)cc1 the results were Exocytosis inh 0, Peg3 promoter -4, NR2E3 ag-1 3, CaV13 ICDI inh 0, hiPSC survival 2.7, aDG glyco up 0.2, TRPM1 prom inh 17, HIF-2a inh 13, PDI inh 12, NR2E3 ag-2 -21 and Vif imaging -1.
`Cc1cc(NS(=O)(=O)c2ccc(NC(=S)NC(=O)c3cccc(S(=O)(=O)N(C)C)c3)cc2)no1` gave Exocytosis inh 0, Peg3 promoter 11, NR2E3 ag-1 5, CaV13 ICDI inh -3, hiPSC survival 1.2, aDG glyco up 0.1, TRPM1 prom inh 1, HIF-2a inh 17, PDI inh -4, NR2E3 ag-2 15 and Vif imaging -6.
`CN1CCN(c2nc(-c3ccc(C(C)(C)C)cc3)nc3ccccc23)CC1` gave Exocytosis inh 27, Peg3 promoter -66, NR2E3 ag-1 5, CaV13 ICDI inh -18, hiPSC survival -0.6, aDG glyco up 0.3, TRPM1 prom inh -24, HIF-2a inh -43, PDI inh 0, NR2E3 ag-2 -14 and Vif imaging -3.
For c1ccc(-c2nn3c(Cn4nnc5ccccc54)nnc3s2)cc1 the results were Exocytosis inh 0, Peg3 promoter -24, NR2E3 ag-1 4, CaV13 ICDI inh -8, hiPSC survival 6.5, aDG glyco up -0.2, TRPM1 prom inh -15, HIF-2a inh -20, PDI inh 3, NR2E3 ag-2 -10 and Vif imaging 5.
O=c1c2ccccc2nnn1COc1ccc(F)cc1Cl was read as Exocytosis inh 3, Peg3 promoter -30, NR2E3 ag-1 9, CaV13 ICDI inh -6, hiPSC survival 0.6, aDG glyco up 0.0, TRPM1 prom inh -20, HIF-2a inh -88, PDI inh 5, NR2E3 ag-2 -51 and Vif imaging 0.
For O=C(NCCNc1ccc([N+](=O)[O-])cc1)c1cccs1 the results were Exocytosis inh 5, Peg3 promoter 3, NR2E3 ag-1 1, CaV13 ICDI inh -1, hiPSC survival 0.8, aDG glyco up 0.0, TRPM1 prom inh 7, HIF-2a inh 13, PDI inh -2, NR2E3 ag-2 21 and Vif imaging -6.
O=C(NC1CCCC1)c1ncn[nH]1 was read as Exocytosis inh 1, Peg3 promoter 5, NR2E3 ag-1 -1, CaV13 ICDI inh -13, hiPSC survival -1.4, aDG glyco up -0.2, TRPM1 prom inh 9, HIF-2a inh 9, PDI inh 10, NR2E3 ag-2 6 and Vif imaging 3.
`CCOC(=O)c1cccc(NC(=O)COc2ccc([N+](=O)[O-])cc2)c1` gave Exocytosis inh 0, Peg3 promoter 6, NR2E3 ag-1 3, CaV13 ICDI inh -5, hiPSC survival -1.3, aDG glyco up 0.2, TRPM1 prom inh 5, HIF-2a inh 1, PDI inh -5, NR2E3 ag-2 -15 and Vif imaging 9.
Screening CCCN(CCC)CCCNC(=O)CCNS(=O)(=O)c1ccc(Br)cc1 returned Exocytosis inh -6, Peg3 promoter 17, NR2E3 ag-1 0, CaV13 ICDI inh -5, hiPSC survival -0.4, aDG glyco up 0.3, TRPM1 prom inh 4, HIF-2a inh 18, PDI inh -5 and NR2E3 ag-2 -31.
`CCOC(=O)C1=C(COC(=O)c2ccccc2[N+](=O)[O-])NC(=O)NC1C` (stereo not given) gave Exocytosis inh -9, Peg3 promoter 6, NR2E3 ag-1 2, CaV13 ICDI inh -6, hiPSC survival 0.9, aDG glyco up 0.2, TRPM1 prom inh 4, HIF-2a inh 0, PDI inh -1, NR2E3 ag-2 -1 and Vif imaging 16.
For CC(C)Oc1ccc(S(=O)(=O)N2CCOCC2)cc1NC(=O)C1=COCCO1 the results were Exocytosis inh -3, Peg3 promoter 15, NR2E3 ag-1 0, CaV13 ICDI inh -6, hiPSC survival 0.7, aDG glyco up -0.3, TRPM1 prom inh 1, HIF-2a inh 14, PDI inh 11, NR2E3 ag-2 -10 and Vif imaging 10.
Screening CCOc1ccc(S(=O)(=O)N2CCCCC2)cc1NC(=O)C1CCC1 returned Exocytosis inh 0, Peg3 promoter 38, NR2E3 ag-1 -1, CaV13 ICDI inh -3, hiPSC survival -0.3, aDG glyco up 0.2, TRPM1 prom inh -12, HIF-2a inh 2, PDI inh 1, NR2E3 ag-2 9 and Vif imaging -8.
`Cc1cc(O)c(C(C[N+](=O)[O-])c2ccc(Cl)cc2)c(=O)o1` (stereo not given) gave Exocytosis inh 1, Peg3 promoter 11, NR2E3 ag-1 -1, hiPSC survival -0.4, aDG glyco up 0.2, TRPM1 prom inh -2, HIF-2a inh 5, PDI inh 0, NR2E3 ag-2 -8 and Vif imaging 4.
COc1cc(/C=C/C(=O)OCC(=O)N(C)Cc2ccccc2)cc(OC)c1OC was read as Exocytosis inh 3, Peg3 promoter 4, CaV13 ICDI inh -6, hiPSC survival 1.2, aDG glyco up 0.1, TRPM1 prom inh 3, HIF-2a inh 1, PDI inh 11, NR2E3 ag-2 5 and Vif imaging 8.

Compound activity: PubChem BioAssay, several laboratories
